FadD28 binding – M. tuberculosis FadD28 bisubstrate binding inhibition | FadD28 bisubstrate probe binding, fluorescence polarization | inhibition, % at 12.5 µM | 360,000 compounds, 0.22% hits | AID 588549; in the data active means inhibition above about 8.5%, passing the limit was not always enough; inconclusive means no clear call, values can overlap the other calls
BoNT A protease – blocks Botulinum neurotoxin A light chain protease | multiplex microsphere protease substrate cleavage, flow cytometry | inhibition, % at 10 µM | 360,000 compounds, 0.17% hits; further: plate controls were buffer without enzyme for full effect and enzyme alone for no effect
PfHsp40 rescue – compounds rescuing yeast from Plasmodium falciparum HSP40 toxicity; S. cerevisiae expressing PfHsp40, growth rescue, ATP luminescence; 340,000 compounds, 0.68% hits; AID 504582; growth rescue, % at 12.5 µM; in the data active means growth rescue above about 28%, passing the limit was not always enough; inconclusive means no clear call, values can overlap the other calls;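 further: yeast W303a lacking pdr1 and pdr3 grown in galactose medium; growth measured after three days at 30 °C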
TcdB inh – TcdB glycohydrolase inhibition; 350,000 compounds, 0.24% hits; inhibition, % at 9.99 µM; TcdB glycohydrolase enzymatic assay, plate reader; P18177; in the data active means inhibition above about 10%
CCHFV vOTU inh – CCHFV vOTU protease inhibition | Pep-AMC fluorescence | inhibition, % at 11.5 µM | 370,000 compounds, 0.55% hits; in the data active means inhibition above about 30%; further: 0% = vehicle wells with enzyme and 100% = no enzyme wells
PrPC TRFRET – cell surface PrPC inhibition, primary TR-FRET screen; P04156; TR-FRET read-out; inhibition, % at 13.8 µM; 370,000 compounds, 0.43% hits; in the data active means inhibition above about 24%; further: 0% = median of the test wells and 100% = reference compound wells
BoNT-F LC inh – inhibitors of Botulinum neurotoxin F light chain protease; inhibition, % at 10 µM; AID 588497; 360,000 compounds, 0.22% hits; Multiplex microsphere protease cleavage assay, flow cytometry; in the data active means inhibition above about 35%, passing the limit was not always enough; inconclusive means no clear call, values can overlap the other calls; further: plate controls were buffer without enzyme for full effect and enzyme alone for no effect
Y pestis TopoI – blocks Yersinia pestis topoisomerase I activity | Y. pestis Topo-I cleavage product accumulation, plate reader | activity, % at 10 µM | 360,000 compounds, 0.064% hits; in the data active means activity above about 50%, passing the limit was not always enough; inconclusive means no clear call, values can overlap the other calls; further: inactives centre near 2
Anthrax LF inh2 – blocks Bacillus anthracis lethal factor protease; P15917; inhibition, % at 10 µM; multiplex microsphere protease cleavage assay, LF; 360,000 compounds, 0.12% hits; further: plate controls were buffer without enzyme for full effect and enzyme alone for no effect
Target sequence (P15917 whole entry, looked up): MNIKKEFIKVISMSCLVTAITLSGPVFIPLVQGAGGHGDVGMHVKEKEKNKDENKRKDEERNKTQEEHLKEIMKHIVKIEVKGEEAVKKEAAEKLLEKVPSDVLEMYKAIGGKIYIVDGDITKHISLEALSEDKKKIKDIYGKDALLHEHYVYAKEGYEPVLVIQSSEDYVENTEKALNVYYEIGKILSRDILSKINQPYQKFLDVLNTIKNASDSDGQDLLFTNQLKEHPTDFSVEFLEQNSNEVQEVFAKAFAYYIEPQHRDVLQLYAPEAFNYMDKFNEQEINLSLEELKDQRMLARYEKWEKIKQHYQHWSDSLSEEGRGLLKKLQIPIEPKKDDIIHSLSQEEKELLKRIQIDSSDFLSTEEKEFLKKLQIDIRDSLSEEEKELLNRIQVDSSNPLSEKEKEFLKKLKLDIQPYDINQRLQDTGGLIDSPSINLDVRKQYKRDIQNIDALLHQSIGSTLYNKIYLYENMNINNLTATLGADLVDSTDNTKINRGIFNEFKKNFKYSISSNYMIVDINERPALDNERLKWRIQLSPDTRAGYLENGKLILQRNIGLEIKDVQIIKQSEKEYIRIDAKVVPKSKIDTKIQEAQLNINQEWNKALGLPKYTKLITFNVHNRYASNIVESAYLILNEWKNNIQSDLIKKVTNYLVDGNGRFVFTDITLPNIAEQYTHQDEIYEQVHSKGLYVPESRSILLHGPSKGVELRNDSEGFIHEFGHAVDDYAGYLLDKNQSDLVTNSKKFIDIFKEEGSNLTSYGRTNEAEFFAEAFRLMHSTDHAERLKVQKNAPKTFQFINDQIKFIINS
Numbers without * were called inactive; u = inconclusive; x = not tested or not shown. Unless noted, no stated cut-off is given here; in the data, active means inhibition above about 30%; inconclusive means no clear call, values can overlap the other calls; inactive means below that.

Order of results – FadD28 binding	BoNT A protease	PfHsp40 rescue	TcdB inh	CCHFV vOTU inh	PrPC TRFRET	BoNT-F LC inh	Y pestis TopoI	Anthrax LF inh2
O=C1CNC(c2ccccc2)C(c2ccccc2)N1 (stereo not given)
→ -0.9	0.5	x	-0.2	-0.9	1.1	-8.2	0.0	1.7
Cc1cc(S(=O)(=O)N2CCOCC2)ccc1OCC(=O)Nc1ccc(F)cc1
→ -3.1	-2.2	-0.5	0.6	0.2	-2.4	13.3	-6.5	6.4
COc1cc(C2Sc3ccccc3NC3=C2C(=O)OC3)cc(OC)c1OC (stereo not given)
→ -4.3	-1.6	6.9	x	-16.0	-2.1	-11.4	5.7	-6.9
CC(NC(=O)c1ccc(NC(=O)CC2SC(N3CCCC3)=NC2=O)cc1)c1ccc(F)cc1 (stereo not given)
→ x	-2.5	-1.2	1.3	-8.4	4.2	-8.9	-2.1	1.1
C[C@H](CO)NC(=O)c1[nH]cnc1C(=O)Nc1cccc(Cl)c1
→ -10.8	-0.3	x	0.0	7.2	-4.3	0.4	1.3	-5.0
Cn1c(SCc2ccc(F)cc2)nnc1-c1cccs1
→ -3.9	-0.3	0.8	0.3	x	x	-9.3	6.5	-1.0
Cc1ccc(C)c(OCCn2cc(/C=C(\C#N)C(=O)NCC3CCCO3)c3ccccc32)c1 (stereo not given)
→ -1.2	0.0	3.6	0.3	7.7	9.6	-5.0	32.4	0.5
COc1ccccc1C(C)NC(=O)c1ccc(C)o1 (stereo not given)
→ -0.5	-0.5	-1.3	x	0.4	6.7	-15.2	4.4	-3.3
COc1cc(C2N(C)CCC3(OCCO3)C2(C)C)cc(OC)c1OC (stereo not given)
→ -3.6	-0.7	-1.2	x	-18.1	0.1	-13.0	-5.7	-0.4
COc1ccc(S(=O)(=O)Nc2cc3c4c(c2)CC(=O)N4CCC3)cc1OC
→ -3.7	-1.3	x	0.8	-0.1	0.5	-17.7	-7.9	-10.9
COc1cc(Br)c(C(C)NC(=O)c2cccc(Br)c2)cc1OC (stereo not given)
→ -2.0	0.4	2.5	x	-5.2	1.5	-3.5	-1.7	-0.4
O=C(CSC1=NCCS1)Nc1ccc(S(=O)(=O)N2CCCCCC2)cc1
→ -3.4	0.9	0.6	x	8.8	3.6	1.4	-10.3	-1.4
O=C(Cn1ccc2ccccc2c1=O)NCCC(=O)Nc1cccnc1
→ -2.4	1.9	0.4	x	-0.8	3.4	u	4.6	9.2
Cn1c(=O)oc2cc(S(=O)(=O)N3CCC(N4CCCCC4)CC3)ccc21
→ -3.1	-0.8	0.2	x	x	x	0.1	-1.4	-0.1
CC(C)=C(NC(=O)c1ccccc1)C(=O)Nc1ccc(C(=O)O)cc1
→ -2.0	-1.5	-0.8	2.1	2.3	4.1	-0.9	4.2	-7.8
O=C(NCC(=O)N(c1ccc(F)cc1)C(C(=O)NCC1CCCO1)c1ccccc1)c1ccco1 (stereo not given)
→ 0.1	-1.2	-1.6	x	-9.2	-6.0	-5.2	6.7	-10.6
CN1CCN(C(=O)c2ccc(N(C)S(=O)(=O)c3cccs3)cc2)CC1
→ -0.9	0.1	-0.8	1.2	4.9	-2.8	-4.9	u	-2.9
Cc1ccn2c(CNCCn3cccn3)c(C(=O)N3CCCCCC3)nc2c1
→ u	0.1	-0.3	-0.2	5.6	-5.1	3.6	6.8	0.5
CCc1nnc(NC(=O)c2ccc(NS(=O)(=O)c3ccccc3)cc2)s1
→ -0.5	0.4	0.8	x	6.6	-3.1	-1.2	5.1	-10.3
Cc1ccc(SCC(=O)NNC(=O)CNC(=O)c2ccccc2F)cc1
→ -0.7	0.1	-2.2	0.3	-10.2	-1.6	0.5	8.0	-4.0

Next section:
Order of results – FadD28 binding	BoNT A protease	PfHsp40 rescue	TcdB inh	CCHFV vOTU inh	PrPC TRFRET	BoNT-F LC inh	Y pestis TopoI	Anthrax LF inh2
COc1ccc(C(=O)COC(=O)CCCN=C2NS(=O)(=O)c3ccccc32)c(OC)c1
→ -2.7	x	-2.2	0.3	2.1	-0.5	x	23.8	x
CCOc1ccccc1N(CC(=O)N(C)Cc1ccccc1)S(=O)(=O)c1ccccc1
→ -0.8	-2.8	5.0	0.9	13.0	4.8	-15.6	33.1	-4.5
CCc1n[nH]c(=S)n1/N=C/c1ccc2c(c1)OCO2
→ -1.0	-0.2	-2.9	x	6.5	3.8	-3.4	2.8	3.5
COc1cc(/C=c2\s/c(=C\C(=O)C(C)(C)C)[nH]c2=O)cc(OC)c1OC
→ -0.9	0.5	0.3	-0.2	23.3	3.0	3.1	-6.5	-0.5
CCC(C)(C)NC(=O)C(c1cccc(OC)c1OC)N(Cc1ccc(OC)cc1)C(=O)CCC(=O)Nc1cc(C)on1 (stereo not given)
→ -2.5	-0.7	-0.5	-8.1	25.0	4.8	-0.8	15.5	3.5
Cc1nc(-c2ccccc2)cn2c1nc1ccccc12
→ -6.1	1.9	0.2	1.0	-99.3	-8.8	6.2	5.8	-0.4
CS(=O)(=O)n1nc(NCc2cccs2)nc1NCc1cccs1
→ -2.8	-0.4	1.3	1.5	9.7	-2.8	1.8	-12.9	-7.5
COc1ccc(/C=N/NC(=O)c2cccc(OC(F)(F)C(F)F)c2)c(OC)c1OC
→ -2.2	-0.7	-0.8	x	20.4	7.6	-11.2	6.5	0.8
CCC(C)c1ccc(NC(=O)COC(=O)CCNS(=O)(=O)c2cccs2)cc1 (stereo not given)
→ -0.8	-2.5	0.2	1.6	12.6	5.0	-6.7	26.3	-1.9
Cc1nc(Nc2ccc(O)cc2)c2c3c(sc2n1)CCCC3
→ 0.5	0.2	2.3	-4.4	x	x	2.5	-8.9	3.8
CCCCN1C=C(C(C)=O)C(=O)CC1
→ -3.3	-0.5	-0.9	0.0	-3.8	-3.6	-1.9	2.7	-1.4
COc1ccc(/C=N\NC(=O)c2cccc(F)c2)cc1COc1ccccc1
→ -6.5	u	4.0	1.2	0.3	10.7	u	-3.1	-18.5
O=C1NC(=Nc2ccccc2Cl)S/C1=C\c1ccc(C(=O)O)cc1
→ -5.5	-4.3	-0.6	0.0	-0.7	5.5	-0.1	4.9	-15.7
O=C(/C=C/c1ccccc1)Nc1cc(C(=O)O)cc(C(=O)O)c1
→ -6.4	0.1	0.4	0.6	11.7	-6.3	-3.1	-0.3	2.4
COC(=O)C(C)Oc1cc(C)cc2oc(=O)c3c(c12)CCC3 (stereo not given)
→ -1.6	-0.5	-0.4	x	-31.9	-12.7	-1.5	-2.0	-9.1
CCOC(=O)c1cnc(SCc2cccc(C)c2)nc1N
→ -0.5	0.0	4.2	x	1.2	2.0	30.2	12.4	-3.9
COc1cc(OC)cc(C(=O)N(Cc2nc(-c3cccc(C)c3)no2)C(C)C)c1
→ -16.0	-0.2	2.2	x	11.1	1.6	-7.2	20.3	-3.2
O=C(O)CC(NCc1ccco1)C(=O)OCC1CCCO1 (stereo not given)
→ -1.7	0.5	-0.7	x	-2.3	-3.0	0.0	5.2	0.3
O=C(CCc1ccc(O)cc1)N/N=C/c1coc2ccccc2c1=O
→ 1.0	x	x	1.6	3.4	1.6	x	-11.8	x
CC(C)(C)c1ccc(C(=O)NC(=S)Nc2sc3c(c2C#N)CCC3)cc1
→ 0.7	1.0	-1.1	x	1.5	-0.2	-0.8	0.0	0.1

(more compounds)
Order of results – FadD28 binding	BoNT A protease	PfHsp40 rescue	TcdB inh	CCHFV vOTU inh	PrPC TRFRET	BoNT-F LC inh	Y pestis TopoI	Anthrax LF inh2
CCOc1c(S(=O)(=O)N2CCCC2)ccc(Cl)c1Cl
→ -8.4	-0.1	11.5	x	7.3	1.0	5.3	9.5	-4.3
O=C(c1ccccc1Cc1ccccc1)N1CCN(S(=O)(=O)c2ccc(F)cc2)CC1
→ -0.3	-1.9	0.9	2.0	12.3	3.3	9.3	-1.5	4.2
CN(Cc1ccon1)C(=O)CC1C(=O)NCCN1Cc1ccc(Cl)c(F)c1 (stereo not given)
→ x	-1.5	0.1	-2.5	-4.7	2.0	-0.5	12.4	-1.0
COc1cc(/C=N/NC(=O)CCc2c(C)n[nH]c2C)ccc1O
→ -0.1	-0.4	-1.5	x	-13.8	-8.7	2.5	0.5	2.1
CC1CCc2c(cnc3ncnn23)C1 (stereo not given)
→ -0.2	-0.2	-0.8	-0.2	-9.4	6.1	-1.4	0.9	1.2
O=C1CCc2cc(S(=O)(=O)NCCc3ccc(Cl)cc3)cc3c2N1CC3
→ -4.3	5.3	0.1	1.3	13.4	5.7	13.3	-2.8	-2.6
O=C(CSc1ccc(F)cc1)Nc1ccc2c(c1)C(=O)NC2=O
→ -2.0	-0.2	-0.4	-2.5	-5.7	-6.0	0.5	-5.0	-1.4
COc1ccc(N(CCCN2C(=O)c3cccc4cccc(c34)C2=O)C(=O)c2cccc(OC)c2)cc1
→ -6.3	-0.1	1.9	0.6	-2.6	-3.7	3.6	22.6	-0.1
Cc1ccc(-c2cc(C(=O)N3CCCCCC3)no2)cc1
→ -4.5	-0.8	-0.2	-0.7	16.1	1.2	4.5	14.5	-0.6
CCC(C)CN1CCC(CO)(Cc2ccccc2Cl)CC1 (stereo not given)
→ -0.3	-0.3	1.0	-0.7	-6.6	4.1	-2.0	5.4	-6.9
N#CC1(c2ccccc2)CCN(C2CC(=O)N(c3ccc(F)cc3)C2=O)CC1 (stereo not given)
→ -2.5	-0.1	0.5	x	-8.0	1.3	-7.7	-2.8	-1.0
CNCc1ccccc1OCC(=O)Nc1ccccc1OC
→ -1.4	-4.3	-1.5	x	-10.2	-5.3	-4.9	3.0	-1.8
COc1ccc(/C=C2\SC(=S)N(CCCC(=O)Nc3ccc(O)cc3)C2=O)cc1
→ -1.5	0.2	0.0	0.6	13.1	-2.6	-10.1	-8.9	6.5
